# Screens (PubChem)
# PI4K2A block = qHTS for small molecular inhibitors of PI4K2A; 420,000 compounds, 0.13% hits; activity change, negative = inhibition, % at 76.9 µM; AID 1346378, 2018; purified PI4K2A, ADP-Glo luminescence, 1 h; hits give low values; in the data active = activity change below about -50%; inconclusive = mostly about -30% to -49%;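 also: -100% = wells without enzyme as full effect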
# Target sequence (Q9BTU6 whole entry, looked up): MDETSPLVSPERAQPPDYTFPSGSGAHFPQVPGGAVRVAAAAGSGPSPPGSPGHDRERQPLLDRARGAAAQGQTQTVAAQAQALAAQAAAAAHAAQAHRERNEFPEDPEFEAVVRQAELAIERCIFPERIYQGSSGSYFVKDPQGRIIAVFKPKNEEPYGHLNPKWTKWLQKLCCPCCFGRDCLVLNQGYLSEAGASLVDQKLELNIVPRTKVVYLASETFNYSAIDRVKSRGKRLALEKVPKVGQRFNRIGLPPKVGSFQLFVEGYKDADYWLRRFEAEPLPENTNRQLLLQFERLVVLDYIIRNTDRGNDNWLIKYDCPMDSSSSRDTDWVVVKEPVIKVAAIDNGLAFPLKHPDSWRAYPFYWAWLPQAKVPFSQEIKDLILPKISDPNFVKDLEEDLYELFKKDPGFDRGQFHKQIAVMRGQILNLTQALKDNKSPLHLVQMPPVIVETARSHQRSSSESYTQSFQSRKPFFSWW
#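 PI4K2A activity was measured by ADP-Glo luminescence: enzyme (4 ug/mL stock) and phosphatidylinositol (1.2 mM stock) in Tris pH 7.5/MgCl2/EGTA/Triton X-100 buffer were reacted with ATP (300 microM stock) for one hour at ambient temperature.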
# G9a inh = qHTS Assay for Inhibitors of Histone Lysine Methyltransferase G9a; G9a H3K9 monomethylation, AlphaScreen, 2 h; Potency, µM (series often up to 102 µM), inactives show at the highest dose activity, negative = inhibition, actives largely listed as inhibitors; AID 504332, 2011; 350,000 compounds, 8.8% hits; Histone-lysine N-methyltransferase EHMT2 (Homo sapiens), Q96KQ7; also: potency is read from the fitted curve at half-maximal effect; nearly all actives have a fitted effect of over 75% in size
# Target sequence (Q96KQ7 913-1193 limits assumed): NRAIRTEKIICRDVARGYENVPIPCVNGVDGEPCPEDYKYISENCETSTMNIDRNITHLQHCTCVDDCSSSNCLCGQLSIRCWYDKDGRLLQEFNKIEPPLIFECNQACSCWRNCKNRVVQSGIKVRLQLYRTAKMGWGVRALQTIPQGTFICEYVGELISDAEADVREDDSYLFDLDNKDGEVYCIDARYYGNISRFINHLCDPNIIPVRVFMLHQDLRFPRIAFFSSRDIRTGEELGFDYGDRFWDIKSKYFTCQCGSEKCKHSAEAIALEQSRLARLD
#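 G9a (20 nM) preincubated 15 min RT with compounds, then 500 nM biotinylated H3K9 peptide and 20 uM SAM added; 2 h RT reaction. Monomethyl-H3K9 product detected by AlphaScreen with anti-H3K9me1 antibody, streptavidin donor and anti-rabbit IgG acceptor beads.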
# GLS inhibitor = qHTS for Inhibitors of Glutaminase (GLS); Glutaminase kidney isoform, mitochondrial (Homo sapiens), O94925; GLS enzymatic activity, qHTS titration; Potency, µM (doses to about 45.5 µM), inactives show at the highest dose activity change, negative = inhibition, usual class: inhibitors; 410,000 compounds, 0.21% hits; AID 624170, 2012; also: potency is read from the fitted curve at half-maximal effect
#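 hKGA in 45 mM KH2PO4 pH 8.2, 0.02% Tween-20 with pin-transferred compounds; 1 mM L-glutamine (stock) plus glutamate oxidase/HRP/Amplex Red coupling added. Fluorescence read initially and after 30 min at RT.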
# Pin1 inhibitor = qHTS Assay to Find Inhibitors of Pin1; Peptidyl-prolyl cis-trans isomerase NIMA-interacting 1 (Homo sapiens), Q13526; Pin1 FP peptide displacement, HiFluor488, 10 min; Potency, µM (titrated, usually from 115 µM), for inactives: at the highest dose activity, negative = inhibition, hits mostly inhibitors; 390,000 compounds, 0.009% hits; active = well fitted inhibition curve with a large enough effect in the polarisation, with a control signal flat, not every such curve was filed as active; inconclusive = small, poorly fitted or top-dose-only effect, or effect the other way, or a change in a side signal; inactive = no such curve, though single readings can be large or run the other way; the % refers to the polarisation; also: potency is read from the fitted curve at half-maximal effect
# Target sequence (Q13526 whole entry, looked up): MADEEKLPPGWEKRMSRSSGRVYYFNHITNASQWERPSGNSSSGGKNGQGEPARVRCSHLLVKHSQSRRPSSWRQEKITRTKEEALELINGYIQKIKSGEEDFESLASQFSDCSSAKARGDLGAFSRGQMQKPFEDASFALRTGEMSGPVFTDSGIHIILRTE
# Active calls of the source: *; ? = inconclusive; . = not tested or not shown; & = joins results of further samples; ! = not active in a repeat; [ ] = dose if it differs, or a comment. Unless noted, calls follow the shape of the dose curve; as a rule, active = well fitted curve in the direction sought with a large enough effect; inconclusive = small, poorly fitted or top-dose-only effect, or another doubt; inactive = no such curve, though single readings can be large; an effect the other way counts as inactive or inconclusive. Unless noted, % is scaled to controls: 0 for no effect and ±100 for the full control effect. An excerpt; rates above refer to the full screens.
SMILES,PI4K2A block,G9a inh,GLS inhibitor,Pin1 inhibitor
Nc1nc2c(nc(Br)n2C2OC3COP(=O)(O)O[C@@H]3C2O)c(=O)[nH]1 (stereo partly drawn),-9.4,-11.2%[59 µM],.,.
c1ccc(C(NCc2cccnc2)(c2ccccc2)c2ccccc2)cc1,1.2,-32.2%[59 µM],.,.
N#C/C(=C\c1ccc(-c2cc(Cl)ccc2Cl)o1)C(=O)Nc1cccc2ncccc12,-52.8*,?,.,.
CC(C)ON([C@@H](C(=O)NO)C(C)C)S(=O)(=O)c1ccc(-c2ccccc2)cc1,1.7,0.0%[59 µM],.,.
Cc1nn(-c2ccccc2)c(C)c1/C=N/N1CCN(Cc2ccccc2)CC1,1.3,16.8µM*,.,.
O=C(O)CC1CC(c2ccccc2)=NO1 (stereo not drawn),-4.3,-4.2%[59 µM],.,.
CN(C)CCCc1cc(C(=O)Nc2ccc(-c3ccncc3)cc2)ccc1O,-6.8,25.1µM*!,.,.
C/C=C/c1ccc(OC)cc1,2.0,-7.3%[2.33 µM],.,.
C[C@H]1CC2C3CCC4=CC(=O)C=C[C@]4(C)[C@@]3(Cl)[C@@H](O)C[C@]2(C)[C@@]1(O)C(=O)CO (stereo partly drawn),2.9,4.0%[59 µM],.,.
COc1cc(SC)ccc1C(=O)N1CCC(Cc2ccccc2)CC1,6.7,10µM*,.,.
Cc1cccc(C)c1NC(=O)C(C)N (stereo not drawn),3.6&-0.9,0.1%[59 µM],.,.
CO/N=C(\C(=O)N[C@@H]1C(=O)N2C(C(=O)O)=C(COC(C)=O)CS[C@H]12)c1csc(N)n1,-3.1,11.2µM*,.,.
C=CCc1cccc(C=NNC(=O)CN2CCN(Cc3ccccc3)CC2)c1O,3.7,?,.,.
Nc1ncnc2c1nc(Sc1ccc(Cl)cc1)n2[C@H]1OC2COP(=O)(O)O[C@@H]2C1O (stereo partly drawn),-1.2,?,.,.
CSc1ccccc1N1CCN(CCCCCC(=O)NC2CCCc3ccccc32)CC1 (stereo not drawn),3.2,21.2µM*,.,.
C#CCCC(=O)Nc1sc2c(c1-c1nc3ccccc3s1)CCN(C(C)C)C2,-5.5,.,.,?
NC(=O)C1CCN(c2nc(-c3ccc(N)cc3)cs2)CC1,0.4,.,.,-1.5%
CC(=O)Nc1sc2c(c1-c1nc3ccccc3s1)CCCN(C(C)C)C2,-6.1,.,.,?
CN(C)c1cccc(-c2ccnc(N3CCC(C(N)=O)CC3)n2)c1,4.1,.,.,-0.1%
O=C(Nc1sc2c(c1-c1nc3ccccc3s1)CCNC2)C(F)(F)F,-7.6,.,.,?
COc1cc(-c2csc(N3CCC(C(N)=O)CC3)n2)cc(OC)c1OC,3.2,.,.,-0.5%
COc1ccc(Cn2cc(CN3CC(N4CCSCC4)CS3(=O)=O)nn2)cc1 (stereo not drawn),2.7,.,-14.0%,.
O=C(Nc1ccc2c(c1)OCO2)c1cc(C2CCCCN2S(=O)(=O)c2ccccc2)on1 (stereo not drawn),-0.8,.,-4.1%,.
CCOc1ccc(-c2cc(C(=O)NCc3ccc(C(F)(F)F)cc3)[nH]n2)c(C)c1,1.6,.,3.8%,.
CC1(Oc2cccc(F)c2)CCN(Cc2ccc(-c3ccccc3)o2)C1 (stereo not drawn),-1.2,.,4.4%,.

# A different layout for some results above.
SMILES: CC1(Oc2cccc(F)c2)CCN(Cc2ccc(-c3ccccc3)o2)C1 (stereo not drawn)
  PI4K2A block = -1.2
  G9a inh = .
  GLS inhibitor = 4.4%
  Pin1 inhibitor = .

SMILES: Nc1ncnc2c1nc(Sc1ccc(Cl)cc1)n2[C@H]1OC2COP(=O)(O)O[C@@H]2C1O (stereo partly drawn)
  PI4K2A block = -1.2
  G9a inh = ?
  GLS inhibitor = .
  Pin1 inhibitor = .

SMILES: CN(C)c1cccc(-c2ccnc(N3CCC(C(N)=O)CC3)n2)c1
  PI4K2A block = 4.1
  G9a inh = .
  GLS inhibitor = .
  Pin1 inhibitor = -0.1%

SMILES: CC(C)ON([C@@H](C(=O)NO)C(C)C)S(=O)(=O)c1ccc(-c2ccccc2)cc1
  PI4K2A block = 1.7
  G9a inh = 0.0%[59 µM]
  GLS inhibitor = .
  Pin1 inhibitor = .

# More records follow.
SMILES,PI4K2A block,G9a inh,GLS inhibitor,Pin1 inhibitor
COc1ccc(C(=O)c2[nH]c(N)c(C(=O)NCCc3c[nH]c4ccccc34)c2-c2c(F)cccc2Cl)cc1,1.0,.,1.5%,.
C=CCNc1nc2cc(-c3cccc(Cl)c3)sc2c(=O)n1C,1.0,.,-0.4%,.
OC(c1ccc2c(c1)OCO2)c1ncc(-c2ccc(Cl)cc2)[nH]1 (stereo not drawn),-5.3,.,7.3%,.
CCOC(=O)C1(C)CCCCCN1C(=O)c1ccccc1F (stereo not drawn),1.3,.,4.6%,.
CN(C)CCN1CCN(C2CN(Cc3ccccc3)S(=O)(=O)C2)CC1 (stereo not drawn),-2.0,.,8.7%,.
O=C(Nc1ccc2nc([C@H]3C[C@H](O)[C@@H](CO)O3)[nH]c2c1)NC(c1ccccc1)c1ccccc1,-2.8,.,-9.3%,.
O=c1[nH]c(=S)[nH]c2c1C(c1ccc(F)cc1)OC(C1CCCCC1)C2 (stereo not drawn),-0.8,.,2.2%,.
CC1(C(=O)NS(=O)(=O)c2ccccc2)CCN1C(=O)Cc1cccc2ccccc12 (stereo not drawn),1.9,.,12.8%,.
O=C(NCC1CC1)C1Cc2c(-c3ccccc3Oc3ccccc3)ccnc2O1 (stereo not drawn),1.7,.,-9.4%,.
COc1c(C)cc(C(O)c2ncc(-c3ccccc3C)[nH]2)cc1C (stereo not drawn),-3.8,.,1.3%,.
O=C(/C=C/[C@H]1O[C@@H](n2cnc3c(NC(=O)c4ccccc4)ncnc32)[C@H](O)[C@@H]1O)NCCCN1CCCC1=O,-8.6,.,0.7%,.
OCCN1CCN(c2ncnc3c2ncn3[C@H]2CN(Cc3cccnc3)C[C@@H](CO)O2)CC1,-5.7,.,7.0%,.
CCCCCc1c(-c2ccc(OC)cc2)ncn1CCc1ccccc1OC,-6.0,.,1.1%,.
CCCS(=O)(=O)NC(=O)C1(C)CCCN(C(=O)/C=C/c2ccccc2)C1 (stereo not drawn),0.6,.,-7.3%,.
OCc1ccc(-c2cncc3nccn23)cc1,1.7,.,-7.3%,.
Cc1ccc(F)c(S(=O)(=O)NC(=O)C2(C)CCN2C(=O)C2(c3ccc(Cl)cc3)CCC2)c1 (stereo not drawn),-1.8,.,27.0%,.
O=C(O)Cc1ccc(OCCNC[C@H](O)c2ccccc2)cc1,-1.8,.,-10.6%,.
CC(C)c1ccc(CC(=O)N2CCC2(C)C(=O)NS(=O)(=O)c2cccc(OC(F)F)c2)cc1 (stereo not drawn),-0.2,.,4.9%,.
CC1(C(=O)NS(=O)(=O)C2CC2)CCCN(C(=O)c2cccnc2Oc2ccccc2)C1 (stereo not drawn),1.8,.,-3.3%,.
Nc1ncnc2c1ncn2[C@@H]1O[C@H](C(=O)N[C@H](CO)Cc2ccc(O)cc2)[C@@H](O)[C@H]1O,?,.,17.3%,.
Cc1cn(CC(=O)NCc2nc3ccccc3[nH]2)c(=O)[nH]c1=O,-0.7,.,-3.0%,.
CC(=O)Nc1cccc(-c2ccnc3c2CC(C)(C(=O)Nc2ccc(C(C)C)cc2)O3)c1 (stereo not drawn),-0.5,.,8.8%,.
C[C@@H]1CN([C@H](C)CO)C(=O)CCCn2cc(nn2)CO[C@H]1CN(C)C(=O)c1ccc2ccn(C)c2c1,1.2,.,6.9%,.
O=C(Nc1cccc(C(F)(F)F)c1)C1Cc2c(-c3cccc(F)c3)ccnc2O1 (stereo not drawn),-0.9,.,2.9%,.
c1ccc(SC23CCCCN(CCC2)[C@]32CO2)cc1 (stereo partly drawn),-4.1,.,5.6%,.
# The results go on:
SMILES,PI4K2A block,G9a inh,GLS inhibitor,Pin1 inhibitor
CN(C)CCN1CCN(C(c2cc3ccccc3o2)c2nnnn2C(C)(C)C)CC1 (stereo not drawn),0.4,.,12.9%,.
C(=C\c1ccc2nncn2c1)/c1ccccc1,-9.8,.,?,.
CCCCCCCCN1C(=O)[C@H](CC(=O)NCC2CCCCC2)C[C@@]2(C(=O)OCC)CCCC=C12,-2.6,.,-8.7%,.
CCCCn1nnnc1C(c1cc2ccccc2o1)N(Cc1ccccc1)Cc1ccccc1 (stereo not drawn),7.3,.,-13.8%,.
CC(=O)Nc1cncc(-c2cccc(S(C)(=O)=O)c2)n1,-1.3,.,-2.2%,.
CC1(C(=O)O)CCCN(C(=O)c2ccc3c(c2)C(C)(C)CCC3(C)C)C1 (stereo not drawn),3.1,.,1.2%,.
CCOC(=O)C(=O)N(C)c1c(CC)nc2c(OCc3ccccc3)cccn12,-2.7,.,7.9%,.
Cc1ccc(-c2nc3ccc(Cl)cn3c2Cc2cccc(F)c2)cc1,0.5,.,1.8%,.
COC(=O)Cc1ccc(OC2(C)CCN(Cc3ccccc3)C2)cc1 (stereo not drawn),-4.0,.,38.5%[activator],.
COc1cccc(-c2cccc(-c3nc(C(=O)NCCCN4CCOCC4)cc4c3[C@H](CCO)N(S(=O)C(C)(C)C)C4)c2)c1 (stereo partly drawn),-5.0,.,13.9%,.
COC(=O)CCCC[C@@H]1O[C@H](CCc2ccccc2)Cc2[nH]c(=S)[nH]c(=O)c21,5.9,.,-5.9%,.
CCCCNC(=O)C1(C)CCN1C(=O)c1cccnc1Oc1ccccc1 (stereo not drawn),-6.1,.,-2.7%,.
CC(=O)c1cccc(-c2ccnc3c2CC(C(=O)NC(C)C)O3)c1 (stereo not drawn),2.6,.,4.8%,.
CC(N)c1csc(NC(=O)c2cc(C(C)(C)C)nn2Cc2ccccc2)n1 (stereo not drawn),-1.9,.,?,.
CCCS(=O)(=O)NC(=O)C1(C)CCCN(C(=O)c2ccccc2)C1 (stereo not drawn),2.4,.,-0.2%,.
COC(=O)[C@@]1(Sc2ccc(C)cc2)CC(=O)N[C@@H]1c1ccc(C(F)(F)F)cc1,-11.9,.,0.4%,.

# As entered above:
# COC(=O)Cc1ccc(OC2(C)CCN(Cc3ccccc3)C2)cc1 (stereo not drawn) – PI4K2A block = -4.0
# CCCCCCCCN1C(=O)[C@H](CC(=O)NCC2CCCCC2)C[C@@]2(C(=O)OCC)CCCC=C12 – PI4K2A block = -2.6
# Cc1ccc(-c2nc3ccc(Cl)cn3c2Cc2cccc(F)c2)cc1 – PI4K2A block = 0.5

# Given with tabs: 2 of the compounds above
Compound	PI4K2A block	G9a inh	GLS inhibitor	Pin1 inhibitor
COC(=O)CCCC[C@@H]1O[C@H](CCc2ccccc2)Cc2[nH]c(=S)[nH]c(=O)c21	5.9	.	-5.9%	.
CCCCNC(=O)C1(C)CCN1C(=O)c1cccnc1Oc1ccccc1 (stereo not drawn)	-6.1	.	-2.7%	.
